Screening results deposited in PubChem by several laboratories.
TWEAK-Fn14 inh = TWEAK-Fn14 signaling inhibition; 360,000 tested, 2% active; inhibition, % at 10 µM; TWEAK-stimulated Fn14 reporter cells, luciferase luminescence, 8 h; in the data active = inhibition above about 50%
SRC1 inh = human NCOA1 inhibition | Q15788 | HEK293 GAL4-SRC1 luciferase reporter, luminescence | inhibition, % at 3.6 µM | 360,000 tested, 0.12% active | AID 588354;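 active = inhibition above the campaign mean plus 3 SD, with each screening campaign given its own cutoff, cut at about 60% in these data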;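 note: 0% = DMSO treated cells and 100% = gossypol at 36 µM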
Target sequence (Q15788 whole entry, looked up, the tested form may be a part): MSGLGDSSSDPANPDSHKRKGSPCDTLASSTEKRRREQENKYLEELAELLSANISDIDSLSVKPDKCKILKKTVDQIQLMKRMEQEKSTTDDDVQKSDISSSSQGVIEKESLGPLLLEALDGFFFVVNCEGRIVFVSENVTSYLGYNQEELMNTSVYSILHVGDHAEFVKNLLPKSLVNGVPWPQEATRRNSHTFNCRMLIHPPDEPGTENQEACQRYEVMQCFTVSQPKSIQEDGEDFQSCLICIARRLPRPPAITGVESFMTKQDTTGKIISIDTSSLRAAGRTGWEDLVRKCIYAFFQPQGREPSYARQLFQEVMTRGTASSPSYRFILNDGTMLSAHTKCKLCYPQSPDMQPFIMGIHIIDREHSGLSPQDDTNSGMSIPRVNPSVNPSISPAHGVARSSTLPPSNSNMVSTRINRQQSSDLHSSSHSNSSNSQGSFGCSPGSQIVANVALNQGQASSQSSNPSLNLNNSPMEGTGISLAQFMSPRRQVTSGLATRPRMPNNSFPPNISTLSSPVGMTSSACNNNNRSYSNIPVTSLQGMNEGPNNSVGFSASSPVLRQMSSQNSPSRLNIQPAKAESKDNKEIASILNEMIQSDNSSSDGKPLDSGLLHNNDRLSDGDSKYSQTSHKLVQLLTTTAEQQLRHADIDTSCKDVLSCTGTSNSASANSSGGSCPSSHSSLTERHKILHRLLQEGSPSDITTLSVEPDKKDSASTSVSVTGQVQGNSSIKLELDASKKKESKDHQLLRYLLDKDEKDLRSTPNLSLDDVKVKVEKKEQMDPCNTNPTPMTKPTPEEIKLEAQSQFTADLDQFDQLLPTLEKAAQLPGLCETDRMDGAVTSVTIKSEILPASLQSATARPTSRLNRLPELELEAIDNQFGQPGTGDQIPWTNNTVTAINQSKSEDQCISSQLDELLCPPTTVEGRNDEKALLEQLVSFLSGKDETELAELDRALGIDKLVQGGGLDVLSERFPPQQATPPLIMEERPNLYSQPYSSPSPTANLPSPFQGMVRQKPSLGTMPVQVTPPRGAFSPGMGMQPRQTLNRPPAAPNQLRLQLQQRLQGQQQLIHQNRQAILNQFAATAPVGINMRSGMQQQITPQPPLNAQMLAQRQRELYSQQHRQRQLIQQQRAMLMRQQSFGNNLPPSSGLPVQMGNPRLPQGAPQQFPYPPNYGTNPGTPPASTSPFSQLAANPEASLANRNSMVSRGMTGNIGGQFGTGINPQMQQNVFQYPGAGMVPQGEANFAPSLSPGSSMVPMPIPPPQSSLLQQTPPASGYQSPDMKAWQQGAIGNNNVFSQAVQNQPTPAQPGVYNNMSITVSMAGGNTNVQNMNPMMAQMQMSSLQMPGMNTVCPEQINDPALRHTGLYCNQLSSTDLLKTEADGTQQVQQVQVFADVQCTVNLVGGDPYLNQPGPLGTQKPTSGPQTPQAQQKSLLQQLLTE
ABHD5 PLIN5 PPI = ABHD5-PLIN5 protein interaction inhibition; Q00G26+Q8WTS1; Split G. princeps luciferase complementation, luminescence, 4 h; inhibition, % at 4 µM; 360,000 tested, 0.78% active; AID 602281;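 active = inhibition above the mean inhibition across every tested compound plus 3 SD, cut at about 22% in these data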;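 note: 0% = DMSO only wells and the 100% control is not disclosed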
NOD2 RIPK2 PPI = blocks binding of human NOD2 to RIPK2; AID 624267; 360,000 tested, 0.38% active; O43353; CHO BLA complementation NOD2-RIPK2, CCF4 ratio; inhibition, % at 4.98 µM; in the data active = inhibition above about 21%;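 note: 0% = vehicle only and 100% = reference blocker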
NCOA3 inh = inhibits human SRC3 coactivator; Q9Y6Q9; HEK293 GAL4-SRC3 luciferase reporter, luminescence; inhibition, % at 3.6 µM; 360,000 tested, 0.17% active; AID 588352;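 active = inhibition above a per-campaign cutoff, the mean of all compounds plus 3 SD, cut at about 60% in these data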;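 note: 0% = DMSO-treated cells and 100% = gossypol-treated cells at 36 µM; higher means less SRC3-driven luciferase light from the GAL4 reporter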
TLR9-MyD88 block = TLR9-MyD88 interaction inhibition; CHO BLA complementation TLR9-MyD88, CCF4 FRET ratio; inhibition, % at 4.98 µM; 340,000 tested, 0.21% active; AID 504734;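 active = inhibition above the mean over all tested compounds plus 3 SD, cut at about 21% in these data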;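 note: 0% = DMSO only wells and 100% = clavulanate BLA inhibitor control wells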
Exocytosis inh = lytic granule exocytosis inhibition | inhibition, % at 10 µM | 360,000 tested, 0.66% active | TALL-104 LAMP-1 surface exposure, flow cytometry; cells stimulated with thapsigargin and PMA | AID 651702;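 active = inhibition above about 55%, limit read from the data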
LRH-1 inv ag = suppresses constitutive activity of human LRH-1; O00482; HEK293T StAR-luciferase reporter, LRH-1 transfected, 24 h; inhibition, % at 3.6 µM; 360,000 tested, 0.13% active;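 active = inhibition above the mean inhibition of all tested compounds plus 3 SD, cut at about 73% in these data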;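 note: 0% = DMSO wells and 100% = reporter-only cells lacking LRH-1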
NR2F2 inh = NR2F2 (human) inhibition, primary screen. 370,000 tested, 0.7% active. P24468. HEK293T NGFI-A luciferase reporter, luminescence. AID 686940. inhibition, % at 8.6 µM;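 active = inhibition above a per-plate cutoff, mean inhibition of test wells between control levels plus 3 SD, cut at about 38% in these data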;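 note: cells cotransfected with COUP-TFII expression vector driving the NGFI-A reporter; 0% = median of COUP-TF2 test wells and 100% = reporter-only cells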
SRC2 inh = human SRC2 (NCOA2) inhibition | HEK293 GAL4-SRC2 luciferase reporter, luminescence | inhibition, % at 9 µM | 370,000 tested, 0.17% active | AID 651957;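 active = inhibition above the mean inhibition of all tested compounds plus 3 SD, set per campaign, cut at about 52% in these data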;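 note: 0% = DMSO treated cells and 100% = cells given Gossypol at 36 µM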
TROY NFkB inh = blocks TROY-dependent signaling in reporter cells; Q293 LMP1-TROYcd NF-kB luciferase reporter, 4 h; inhibition, % at 10 µM; 360,000 tested, 0.98% active; AID 1347056;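 active = compounds whose plate-normalised and pattern-corrected inhibition of the luciferase reporter signal at the single screening dose is 50% or more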
Starred values were filed as active, the others as inactive; . = not tested or not shown; & = joins results of further samples. These rows are one share of the data; rates above refer to the full screens.

SMILES	TWEAK-Fn14 inh	SRC1 inh	ABHD5 PLIN5 PPI	NOD2 RIPK2 PPI	NCOA3 inh	TLR9-MyD88 block	Exocytosis inh	LRH-1 inv ag	NR2F2 inh	SRC2 inh	TROY NFkB inh
Cc1ccccc1-n1c(=O)c2ccccc2n2c(=O)[nH]nc12	-21	-7	3	-4	-19	-6	0	4	-19	-26	-18
COc1cccc(NC(=O)CN(C)C(=O)c2ccc(NC(=O)CC3SC(N4CCCCC4)=NC3=O)cc2)c1 (stereo not given)	-8	1	-7	6	-1	1	-6	-2	-2	-2	-27
COc1ccccc1C(=O)C1CCCN(Cc2cn[nH]c2C2CCCCC2)C1 (stereo not given)	8	-9	10	-7	15	-2	-1	-8	-6	-4	-2
Cc1ccc(NC(=O)COS(=O)c2ccc(C)cc2)cc1 (stereo not given)	4	-8	0	-3	19	5	-16	23	-1	-9	-3
COc1cc(/C=C/c2nc3ccccc3s2)cc(OC)c1O	2	0	3	9	6	15	5	-5	-3	-17	27
CCc1n[nH]c2c1/C(=N\O)CC(c1ccccc1)C2 (stereo not given)	-20	-12	-3	-5	21	-7	-1	10	-4	-20	0
O=c1[nH]c2ccccc2n2c(-c3ccccc3)nnc12	11	-8	16	-3	5	-1	14	-4	-1	-7	2
C=CCNc1nc(N)c(C(=O)c2ccc3c(c2)OCO3)s1	-23	-53	-1	-8	-35	-7	0	-43	11	-7	-57
COc1ccc(NC(=O)CN(C)C(=O)c2cn(-c3ccccc3)nc2-c2cccs2)cc1	11	-22	-4	-3	9	6	0	-13	-9	-38	-4
Cc1ccc(CN(CC(=O)N/N=C/c2ccccc2[N+](=O)[O-])S(=O)(=O)c2ccc(C)cc2)cc1	3	-9	-4	-10	9	-20	1	11	-6	-2	21
CCSc1nnc(-c2ccccc2N=Cc2c(C)[nH]n(-c3ccccc3)c2=O)c(=O)[nH]1	-11	-41	-8	-4	-10	-13	1	-30	-10	-14	-39
O=C(N[C@H]1C/C=C\C(c2ccc(F)cc2)N(Cc2ccccc2)C(=O)C1)OCC1c2ccccc2-c2ccccc21 (stereo not given in full)	-18	9	-5	7	-8	-1	-1	-6	-75	-9	-15
O=C(N1CCC(n2nc(-c3ccccc3)oc2=O)CC1)C1(c2ccccc2)CC1	-45	22	-3	-9	-23	-6	-1	10	.	.	6
CCCC#Cc1ccc2c(c1)O[C@H](CN(C)C(=O)CC1CC1)[C@H](C)CN([C@@H](C)CO)S2(=O)=O	-1	6	-1	16	-22	-10	5	-8	11	17	-13
CCN(c1ccc(NC(=O)CSc2nnc3nc(C)cc(C)n23)cc1)C(C)C	3	-9	-3	6	5	-3	0	-19	10	-4	-5
O=C(NCCCN1CCOCC1)c1ccc2c(=O)n(-c3ccc(F)c(Cl)c3)c(=S)[nH]c2c1	9	-17	3	-2	11	-12	-2	3	1	4	8
Cc1ccc(/C=C/S(=O)(=O)NCC(=O)OCC(=O)N2CC(=O)Nc3ccccc32)cc1	8	7	4	3	19	-8	7	9	-9	-3	11
COc1ccc(C(=O)NCCS(=O)(=O)NCc2ccc3c(c2)OCO3)cc1	-10	-27	-3	-7	3	-2	-6	6	2	-2	-9
CCCCCc1c(-c2ccccc2)ncn1CCc1ccccc1OC	-3	.	-9	-1	.	.	-1	-42	-4	-22	-1
COc1ccc(OC)c(CNCc2ccc3c(c2)OCO3)c1	-3	-8	-1	-5	-1	-2	-3	4	-11	16	2
O=C(Nc1cccc([N+](=O)[O-])c1)Nc1cccc([N+](=O)[O-])c1	26	8	3	-11	4	-4	-2	3	-4	6	42
Cc1cccc(C)c1OCC(O)CNC(C)C (stereo not given)	-16	-1	-2	-4	6	2	-2	-4	8	-6	18
Cc1c(C=NNC(=O)c2ccc(Br)cc2)c2ccccn2c1C(=O)c1ccncc1	-75	-7	-2	-4	-33	0	-4	18	11	12	-4
COc1ccc(-n2c(SCC(=O)O)nnc2-c2ccc(NC(=O)c3ccccc3)cc2)cc1	-21	-6	-1	-28	4	7	-6	6	4	-7	-17
COc1ccc(S(=O)(=O)N(CC(=O)NCc2ccccn2)c2ccc(Cl)cc2)cc1	21	1	-4	4	1	1	-12	-2	-9	-2	-7

4 of the compounds above, comma-delimited:
smiles,TWEAK-Fn14 inh,SRC1 inh,ABHD5 PLIN5 PPI,NOD2 RIPK2 PPI,NCOA3 inh,TLR9-MyD88 block,Exocytosis inh,LRH-1 inv ag,NR2F2 inh,SRC2 inh,TROY NFkB inh
CCCC#Cc1ccc2c(c1)O[C@H](CN(C)C(=O)CC1CC1)[C@H](C)CN([C@@H](C)CO)S2(=O)=O,-1,6,-1,16,-22,-10,5,-8,11,17,-13
CCN(c1ccc(NC(=O)CSc2nnc3nc(C)cc(C)n23)cc1)C(C)C,3,-9,-3,6,5,-3,0,-19,10,-4,-5
O=C(NCCCN1CCOCC1)c1ccc2c(=O)n(-c3ccc(F)c(Cl)c3)c(=S)[nH]c2c1,9,-17,3,-2,11,-12,-2,3,1,4,8
Cc1ccc(/C=C/S(=O)(=O)NCC(=O)OCC(=O)N2CC(=O)Nc3ccccc32)cc1,8,7,4,3,19,-8,7,9,-9,-3,11

Further records follow.
SMILES	TWEAK-Fn14 inh	SRC1 inh	ABHD5 PLIN5 PPI	NOD2 RIPK2 PPI	NCOA3 inh	TLR9-MyD88 block	Exocytosis inh	LRH-1 inv ag	NR2F2 inh	SRC2 inh	TROY NFkB inh
Cn1ncc2c(NNC(=O)Cc3ccccc3)ncnc21	-8	-2	2	-9	19	-1	-2	6	-7	-12	1
COc1ccc2occ(C(=O)c3ccc(N)cc3)c2c1	23	-50	10	4	-56	9	-4	-113	0	17	-16
COc1ccc(/C=C/C(=O)NCC(=O)N=Nc2c(O)[nH]c3ccc([N+](=O)[O-])cc23)cc1	-13	7	-1	3	-28	-2	-1	0	-1	-40	-2
Cc1oc2cc3oc(=O)c(CCC(=O)NCCCn4ccnc4)c(C)c3cc2c1C	-33	-3	9	13	4	-3	-5	-49	0	-15	-12
O=C(Nc1nc(SCc2ccc(F)cc2)ns1)c1ccco1	-19	-22	-1	1	-6	-6	0	-22	-1	-14	-15
COCCCn1cnc2oc3nc4ccccc4nc3c2c1=O	43	-85	3	-1	-73	5	0	-155	-12	-39	-4
C/C(CC(=O)NC(C)c1ccccc1)=N\NC(N)=S (stereo not given)	5	0	2	1	3	-1	-3	22	-1	-5	1
Cc1ccc(C)c(Cn2c(CN(C)Cc3ccccc3)nc3c2c(=O)n(C)c(=O)n3C)c1	8	12	-8	-11	-4	-3	-12	-10	21	16	8
CCOC(=O)c1cc(-c2cccnc2)nn1-c1ccccc1	-6	-11	18	-11	12	5	2	13	-7	11	5
COCCn1c(SCC(=O)Nc2cccnc2Cl)nc2ccccc2c1=O	20	-5	-2	-2	6	-1	-1	1	-10	16	5
CN1CCN(CCCNC(=O)CCC(=O)N2CCOc3ccccc32)CC1	12	4	-1	2	-6	9	-3	-3	2	-14	8
O=C(CCNC(=O)c1ccco1)NCCc1c[nH]c2ccccc12	0	-22	0	-3	-12	-5	17	-3	16	-12	-19
COc1ccccc1NC(=O)COC(=O)C1=NN(c2ccccc2)C(=O)CC1	-10	20	3	-50	12	-3	-20	22	3	2	5
CCN(CC)S(=O)(=O)c1cccc(C(=O)N[C@H](C(=O)NCc2ccccc2F)C(C)C)c1	10	1	0	-5	8	1	-4	-4	13	23	-5
CC(=O)Nc1ccc(NC(=O)C(C)OC(=O)CSc2ccc(Br)cc2C)cc1 (stereo not given)	-8	-7	-5	-3	7	0	0	9	4	7	-5
C(=C\c1ccccn1)/c1cccnc1	8	-52	-2	4	-61	0	0	-56	4	-70	-16
CCOc1ccc(C2c3c(oc4cc(C)c(C)cc4c3=O)C(=O)N2CCCN(C)C)cc1OC (stereo not given)	0	4	3	0	4	-4	-2	-11	-4	-6	3
Cc1cc(NC(=O)c2ccc([N+](=O)[O-])cc2Cl)no1	16	-71	-2	5	-55	7	22	-62	-10	-24	-39
COc1ccccc1CNC(=O)CCC(=O)n1ncc2cc(C)ccc21	-25	12	-2	0	-16	6	1	-7	-6	-14	1
CCCn1c(SCC(=O)c2c[nH]c3ccccc23)nnc1-c1ccncc1	12	6	5	-3	-6	-6	8	12	3	-28	-7
CCc1ccc(OCC(O)CN2CCN(c3ccccc3)CC2)cc1 (stereo not given)	-5&-8	5&6	5&-6	-5&-6	6&6	-4&-2	-8&-1	-10&3	13&-6	-35&-2	-2&-6
Cc1c(C(=O)N2CCCCCC2)oc2ccccc12	8	2	2	1	-20	8	-2	-16	-8	13	-40
CCCn1c(O)c(N=NC(=O)CNC(=O)c2ccncc2)c2ccccc21	3	-15	-2	-8	21	8	-2	37	-21	5	11
Cc1nnc(NC(=O)C2CC(=O)N(c3ccc4c(c3)OCCO4)C2)s1 (stereo not given)	26	-9	-5	2	-6	4	4	-8	4	2	2
O=C(N=C1N=C2C=CC=CN2Cc2ccccc21)c1ccc(S(=O)(=O)N2CCOCC2)cc1	-24	-77	1	-5	-51	-10	-1	-99	-38	-54	-59
SMILES	TWEAK-Fn14 inh	SRC1 inh	ABHD5 PLIN5 PPI	NOD2 RIPK2 PPI	NCOA3 inh	TLR9-MyD88 block	Exocytosis inh	LRH-1 inv ag	NR2F2 inh	SRC2 inh	TROY NFkB inh
c1csc(CCCN2CCCCC2)c1	-8	4	-1	-16	4	-8	-27	-5	1	21	-13
COC(=O)[C@H](C)NC(=O)c1cc2c(cn1)[nH]c1ccccc12	14	-16	4	3	-4	6	-11	10	15	-12	-27
C=CCNc1oc(-c2cccc3ccccc23)nc1C#N	-26	-10	0	-12	-16	-8	0	-22	-35	-21	-49
CC(C)c1ccc(N(C(=O)CNC(=O)c2ccco2)C(C(=O)NC2CCCC2)c2ccncc2)cc1 (stereo not given)	3	0	-4	-5	-1	-2	-9	-10	-7	-3	1
COC(=O)C1=CN(c2ccc(OC)cc2)C(N)=C(C#N)C1c1cccc2ccccc12 (stereo not given)	.	.	0	-5	.	.	3	-10	-26	-42	.
CCCCSc1nc(O)cc(=O)n1CC	1	-2	-3	7	19	-5	-5	7	19	-19	0
Cc1ccc(C2=NN(CC(=O)O)C(=O)CC2)cc1	-1	-1	4	-2	-29	-5	6	9	1	-9	2
Cc1ccc([C@H]2C[C@H](n3cc(C4CC4)nn3)[C@@H](O)CN2C(=O)C2CCCCC2)cc1	1	-11	2	-8	10	-3	1	-19	0	-23	12
COc1ccc(C(=O)NCCn2cc(SCC(=O)NCC3CCCO3)c3ccccc32)cc1OC (stereo not given)	-7	1	-5	-17	4	-4	4	17	3	19	1
CC(C)NCC(=O)C12CC3CC(CC(C3)C1)C2	-1	-12	-4	-5	4	-12	2	1	-5	-30	15
CCOC(=O)Cn1c(=O)oc2cc(S(=O)(=O)N3CCN(C(=O)OCC)CC3)ccc21	-4	8	6	0	5	11	-2	1	-10	-29	-3
Cc1onc(-c2c(F)cccc2Cl)c1C(=O)NCCO	-1	-3	6	-8	10	5	1	-6	10	0	-8
CCn1c(=O)c2cc(C(=O)NCc3cccs3)sc2c2ccccc21	-7	2	11	-7	10	5	-1	22	13	-1	0
Cc1cccc(NC(=S)N2CCC(C(=O)c3ccc(F)cc3)CC2)c1	-8	4	-1	1	-4	1	-2	1	-14	10	2
COc1ccc(C2c3[nH]c4ccccc4c3CCN2CCCn2cccn2)c(F)c1 (stereo not given)	9	3	0	8	-10	8	14	10	11	26	-21
COc1cc([N+](=O)[O-])cc(/C=N/N(CCC#N)C(C)=O)c1O	10	-7	0	-2	4	-4	-3	-6	0	-47	6
